# PV pol inh: inhibitors of poliovirus RNA polymerase binding and polymerization | % elongation, % (compound at 16.7 µg/mL) | P03300 | actives 0.66% (n = 150,000) | poliovirus polymerase elongation, fluorescence polarization; hits give low values; in the data active means % elongation below about 90%; further: some results filed as inactive read as strong as hits
# Target sequence (P03300 1749-2209 limits assumed): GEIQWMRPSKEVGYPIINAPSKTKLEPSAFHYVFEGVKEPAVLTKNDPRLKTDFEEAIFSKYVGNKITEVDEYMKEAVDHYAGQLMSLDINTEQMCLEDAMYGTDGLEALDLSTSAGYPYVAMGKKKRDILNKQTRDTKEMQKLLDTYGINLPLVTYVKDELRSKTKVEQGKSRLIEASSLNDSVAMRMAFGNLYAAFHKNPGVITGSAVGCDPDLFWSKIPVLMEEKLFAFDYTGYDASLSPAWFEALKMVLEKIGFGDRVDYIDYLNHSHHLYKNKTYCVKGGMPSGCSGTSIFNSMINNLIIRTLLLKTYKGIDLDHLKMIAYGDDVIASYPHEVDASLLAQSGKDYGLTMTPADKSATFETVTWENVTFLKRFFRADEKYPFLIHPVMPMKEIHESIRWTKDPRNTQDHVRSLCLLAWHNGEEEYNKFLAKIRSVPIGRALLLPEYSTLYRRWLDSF
# PV pol inh FP z-score: recorded beside PV pol inh, whose call it bears; z-score; measured here: FP z-score; hits read low
# Starred values were filed as active, the others as inactive. An excerpt; count on the stated rates, not on these rows.
# The opening 4 records, ahead of the listing:
smiles: CCn1c(C)nc2cc(C#N)ccc21
  PV pol inh: 109
  PV pol inh FP z-score: 0.9
smiles: N/C(=N\O)c1ccc(O)cc1
  PV pol inh: 100
  PV pol inh FP z-score: 0
smiles: Fc1ccc(-c2nnc(CN3CCCC3c3nc4ccccc4s3)o2)cc1 (stereo not given)
  PV pol inh: 106
  PV pol inh FP z-score: 0.6
smiles: O=C(Nc1ccc(Cl)c(C(F)(F)F)c1)C(Cc1ccccc1)NS(=O)(=O)c1cccc2nsnc12 (stereo not given)
  PV pol inh: 110
  PV pol inh FP z-score: 0.9

# All compounds of this part (from the top)
smiles: CCn1c(C)nc2cc(C#N)ccc21
  PV pol inh: 109
  PV pol inh FP z-score: 0.9
smiles: N/C(=N\O)c1ccc(O)cc1
  PV pol inh: 100
  PV pol inh FP z-score: 0
smiles: Fc1ccc(-c2nnc(CN3CCCC3c3nc4ccccc4s3)o2)cc1 (stereo not given)
  PV pol inh: 106
  PV pol inh FP z-score: 0.6
smiles: O=C(Nc1ccc(Cl)c(C(F)(F)F)c1)C(Cc1ccccc1)NS(=O)(=O)c1cccc2nsnc12 (stereo not given)
  PV pol inh: 110
  PV pol inh FP z-score: 0.9
smiles: Cc1ccc(C)c(OCC(=O)Nc2ccccc2C#N)c1
  PV pol inh: 101
  PV pol inh FP z-score: 0.3
smiles: COc1ccccc1-c1nnc(C2CCN(S(=O)(=O)c3ccc(CC(C)C)cc3)CC2)o1
  PV pol inh: 107
  PV pol inh FP z-score: 0.3
smiles: COc1ccc(CSc2nnc(SC(C)C(N)=O)s2)cc1 (stereo not given)
  PV pol inh: 106
  PV pol inh FP z-score: 0.4
smiles: Clc1cccc(-c2nnc(-c3ccccc3)o2)c1
  PV pol inh: 101
  PV pol inh FP z-score: 0.3
smiles: O=C(O)CC(Nc1ncnc2ccccc12)C(=O)O (stereo not given)
  PV pol inh: 105
  PV pol inh FP z-score: 0.7
smiles: Cc1ccc(Nc2ncnc3c2nc2n3CCCC2)c(Br)c1
  PV pol inh: 100
  PV pol inh FP z-score: -1.5

smiles: CCOC(=O)c1c(C)c(C#N)c(NC(=O)c2ccc(Cl)cc2Cl)n1-c1ccc(C)cc1
  PV pol inh: 111
  PV pol inh FP z-score: 1
smiles: COc1cc2c(cc1OC)C(c1ccc(Cl)cc1)N(c1ccc(C)c(F)c1)C(=O)C2 (stereo not given)
  PV pol inh: 108
  PV pol inh FP z-score: 0.2
smiles: Cc1ccc(-c2nn(-c3ccc(F)cc3F)c3c2cnc2ccc(F)cc23)cc1
  PV pol inh: 106
  PV pol inh FP z-score: -0.1
smiles: Cc1nn(-c2ccccc2)c2c1cc1c(=O)n(C)c(=O)nc-1n2-c1cccc(Cl)c1
  PV pol inh: 112
  PV pol inh FP z-score: 1
smiles: CCc1ccccc1NC(=O)CSc1nc2ccccc2nc1Cc1cccc(OC)c1
  PV pol inh: 108
  PV pol inh FP z-score: 0.4
smiles: O=C1CCC(=O)N1CCn1c2ccccc2c2nc3ccccc3nc21
  PV pol inh: 102
  PV pol inh FP z-score: 0
smiles: COc1ccc(CCC(=O)Nc2n[nH]c3nc4cc(OC)ccc4cc23)cc1
  PV pol inh: 101
  PV pol inh FP z-score: -0.1
smiles: O=C(COC(=O)c1ccc(Cl)cc1)NC1CC1
  PV pol inh: 95
  PV pol inh FP z-score: -1.1
smiles: O=C(O)C1CC=CCC1C(=O)N(Cc1ccccc1)c1ccccc1 (stereo not given)
  PV pol inh: 102
  PV pol inh FP z-score: -0.2
smiles: CCOc1ccccc1C(=O)Nc1cc(-c2nc3cccnc3s2)ccc1C
  PV pol inh: 104
  PV pol inh FP z-score: -1

smiles: CC(=O)OCC1OC(n2ccc3ccccc32)C(OC(C)=O)C(OC(C)=O)C1OC(C)=O (stereo not given)
  PV pol inh: 102
  PV pol inh FP z-score: 0
smiles: Cc1ccccc1-c1noc(CSc2ncccn2)n1
  PV pol inh: 104
  PV pol inh FP z-score: -0.1
smiles: Cc1cc(C(=O)NCc2ccc(N3CCN(C)CC3)cc2)nn1C
  PV pol inh: 102
  PV pol inh FP z-score: -0.1
smiles: Cn1c(-c2cccs2)c(CNC(=O)NCc2ccccc2)c2ccccc21
  PV pol inh: 105
  PV pol inh FP z-score: 1.5
smiles: CCc1ccccc1NC(=O)c1ccc(=O)n(Cc2ccc(F)cc2)c1
  PV pol inh: 115
  PV pol inh FP z-score: 1.7
smiles: CCn1c(SCC(=O)N(C)CC(=O)Nc2ccccc2Cl)nnc1-c1ccco1
  PV pol inh: 103
  PV pol inh FP z-score: 0.2
smiles: NC(=O)c1nnc(C(Nc2ccc(F)cc2)c2cccc(Cl)c2)o1 (stereo not given)
  PV pol inh: 100
  PV pol inh FP z-score: -0.3
smiles: FC(F)(F)c1cc(-c2ccco2)nc2c(-c3ccccc3)cnn12
  PV pol inh: 101
  PV pol inh FP z-score: 0.1
smiles: Cc1ccc(-n2c(/C=C/c3cccc4ccccc34)nc3ccccc3c2=O)cc1
  PV pol inh: 109
  PV pol inh FP z-score: 0.2
smiles: O=C(COC(=O)c1cc(Cl)ccc1O)c1ccc(S(=O)(=O)N2CCCCC2)cc1
  PV pol inh: 100
  PV pol inh FP z-score: -0.2

smiles: O=S(=O)(NNc1ccccc1)c1cccs1
  PV pol inh: 102
  PV pol inh FP z-score: 0
smiles: CC1CN=C(NCc2cccnc2)S1 (stereo not given)
  PV pol inh: 103
  PV pol inh FP z-score: 0.6
smiles: CCn1c(=O)c(=O)[nH]c2cc(C(=O)Nc3cc(Cl)c(N)c(Cl)c3)ccc21
  PV pol inh: 101
  PV pol inh FP z-score: -0.2
smiles: CN1CCN(CCOCCOc2ccc(Cl)c(Cl)c2)CC1
  PV pol inh: 101
  PV pol inh FP z-score: 0.1
smiles: Cc1nn(CC(=O)NCc2ccccc2Cl)c(=O)c2cccn12
  PV pol inh: 108
  PV pol inh FP z-score: 0
smiles: Cc1nc2nncn2c(N2CCN(c3ccccc3)CC2)c1C
  PV pol inh: 110
  PV pol inh FP z-score: 0.5
smiles: CCOC(=O)C1CCCN(S(=O)(=O)c2cc(-c3cc(C)no3)ccc2C)C1 (stereo not given)
  PV pol inh: 106
  PV pol inh FP z-score: -0.3
smiles: O=C1CCCC(O)=C1N=Nc1cc(C(F)(F)F)ccc1OCC(F)(F)F
  PV pol inh: 104
  PV pol inh FP z-score: 0.8
smiles: Cc1noc2ncn(CC(=O)NCc3ccco3)c(=O)c12
  PV pol inh: 103
  PV pol inh FP z-score: 0.1
smiles: CC(=NCCc1c(C)[nH]c2ccccc12)c1c(C)[nH]n(-c2nc3ccccc3s2)c1=O
  PV pol inh: 107
  PV pol inh FP z-score: 0.5

smiles: COCCn1c(N)c(N(Cc2ccccc2)C(=O)C2CC3C=CC2C3)c(=O)[nH]c1=O (stereo not given)
  PV pol inh: 101
  PV pol inh FP z-score: -0.2
smiles: CC(=O)c1cc(-c2ccccc2)n(CCC(=O)NC(C)c2ccccc2)c1C (stereo not given)
  PV pol inh: 102
  PV pol inh FP z-score: -0.3
smiles: O=C(c1cn(Cc2ccccc2)c2ccccc12)C1CC1
  PV pol inh: 106
  PV pol inh FP z-score: 0.3
smiles: O=c1[nH]cc(NCc2ccccc2)c(=O)[nH]1
  PV pol inh: 109
  PV pol inh FP z-score: 0.9
smiles: Cc1ccc(C(O)c2nccn2C)o1 (stereo not given)
  PV pol inh: 97
  PV pol inh FP z-score: -0.3
smiles: Cc1[nH]n(-c2cccc(Cl)c2)c(=O)c1N=O
  PV pol inh: 95
  PV pol inh FP z-score: -1.1
smiles: CC1(C)CC(=O)c2cnc(NC3OC(=O)c4ccccc43)nc2C1 (stereo not given)
  PV pol inh: 102
  PV pol inh FP z-score: -0.3
smiles: O=C(NCCc1ccc(Cl)cc1)c1ccc(CS(=O)(=O)Cc2ccccc2F)o1
  PV pol inh: 109
  PV pol inh FP z-score: 0.6
smiles: C=CCN(CC=C)S(=O)(=O)c1ccc(NC(=O)c2cccs2)cc1
  PV pol inh: 96
  PV pol inh FP z-score: -2.4
smiles: Cc1c(CCNS(=O)(=O)c2ccc(Br)cc2)c2ccccc2n1Cc1ccccc1
  PV pol inh: 101
  PV pol inh FP z-score: -0.1

smiles: C[C@]12CC=C(C#N)[C@@]1(C)CC=C2C#N
  PV pol inh: 101
  PV pol inh FP z-score: -0.2
smiles: CN(C(=O)c1cc(-c2ccccc2O)on1)c1ccccc1
  PV pol inh: 108
  PV pol inh FP z-score: 0.7
smiles: Cc1cccc(C(=O)OCC(=O)NC2CCCC(C)C2C)c1 (stereo not given)
  PV pol inh: 102
  PV pol inh FP z-score: 0.4
smiles: Cn1cc(I)c(C(=O)n2cc(Br)cn2)n1
  PV pol inh: 101
  PV pol inh FP z-score: -0.2
smiles: COc1cccc(-c2cc(C(=O)NCC(C)C)no2)c1
  PV pol inh: 103
  PV pol inh FP z-score: 0.3
smiles: CCN1CCSc2ccc(C(=O)Nc3c(F)c(F)c(F)c(F)c3F)cc21
  PV pol inh: 99
  PV pol inh FP z-score: -0.9
smiles: CSc1ccc(CCNC(=O)C2CCCN(c3ncnc4c3nc3n4CCCCC3)C2)cc1 (stereo not given)
  PV pol inh: 103
  PV pol inh FP z-score: 0.3
smiles: CN(C)c1ccc(/C=C(\C#N)c2nc(-c3ccc(Cl)c(Cl)c3)cs2)cc1
  PV pol inh: 117
  PV pol inh FP z-score: 1.9
smiles: CSc1ccc(Cl)c(C(=O)OCC(=O)N(C)c2ccccc2)c1
  PV pol inh: 102
  PV pol inh FP z-score: 0.5
smiles: CCCCN(C)CC(O)Cn1cc(/C=C/C(=O)c2ccc(C)cc2)c2ccccc21 (stereo not given)
  PV pol inh: 106
  PV pol inh FP z-score: -0.2

smiles: Cc1ccc2nc(-c3ccccc3)cc(C(=O)Nc3ccccc3)c2c1
  PV pol inh: 104
  PV pol inh FP z-score: 0.5
smiles: CCc1ccc(Nc2cc(C(=O)NCC(OC)OC)c3ccccc3n2)cc1
  PV pol inh: 103
  PV pol inh FP z-score: 0.7
smiles: O=C(CCS(=O)(=O)c1ccccc1)N(Cc1cccnc1)c1nc2ccc(F)cc2s1
  PV pol inh: 100
  PV pol inh FP z-score: -1.4
smiles: C/C(=N\NC(=O)C1=NNC(=O)C1C)c1cccs1 (stereo not given)
  PV pol inh: 101
  PV pol inh FP z-score: -0.4
smiles: Cc1ccc(S(=O)(=O)N(C)C(C)C(O)c2ccccc2)cc1 (stereo not given)
  PV pol inh: 103
  PV pol inh FP z-score: 0.5
smiles: CCOC(=O)Cn1nc[n+]2[nH]c(C)cc(=O)c12
  PV pol inh: 102
  PV pol inh FP z-score: 0.2
smiles: CC1CCOP(=S)(N(C)C)O1 (stereo not given)
  PV pol inh: 105
  PV pol inh FP z-score: 0.9
smiles: Cc1cc(C)n2nc(CNC(=O)c3cccc(Cl)c3)nc2n1
  PV pol inh: 105
  PV pol inh FP z-score: -0.3
smiles: O=C(Nc1ccc(C(F)(F)F)cc1)N1CCC(N2CCCCC2)CC1
  PV pol inh: 115
  PV pol inh FP z-score: 0

# Quoted from the listing:
# CCOC(=O)Cn1nc[n+]2[nH]c(C)cc(=O)c12 @ PV pol inh = 102
# Cc1cc(C)n2nc(CNC(=O)c3cccc(Cl)c3)nc2n1 @ PV pol inh FP z-score = -0.3
# O=C(CCS(=O)(=O)c1ccccc1)N(Cc1cccnc1)c1nc2ccc(F)cc2s1 @ PV pol inh = 100
# CCc1ccc(Nc2cc(C(=O)NCC(OC)OC)c3ccccc3n2)cc1 @ PV pol inh FP z-score = 0.7
# C/C(=N\NC(=O)C1=NNC(=O)C1C)c1cccs1 (stereo not given) @ PV pol inh FP z-score = -0.4

# A draw from above in order of count of non-hydrogen atoms, low to high:
smiles: CC1CCOP(=S)(N(C)C)O1 (stereo not given)
  PV pol inh: 105
  PV pol inh FP z-score: 0.9
smiles: Cc1cc(C)n2nc(CNC(=O)c3cccc(Cl)c3)nc2n1
  PV pol inh: 105
  PV pol inh FP z-score: -0.3
smiles: CCc1ccc(Nc2cc(C(=O)NCC(OC)OC)c3ccccc3n2)cc1
  PV pol inh: 103
  PV pol inh FP z-score: 0.7
smiles: O=C(CCS(=O)(=O)c1ccccc1)N(Cc1cccnc1)c1nc2ccc(F)cc2s1
  PV pol inh: 100
  PV pol inh FP z-score: -1.4

# Compound activity as filed in PubChem.
